Source: PubChem (National Center for Advancing Translational Sciences (NCATS))
RGS12 GoLoco inh = RGS12 GoLoco-Gai1 interaction inhibition; P63096; Gai1:RGS12 GoLoco peptide FP, rhodamine, 10 min; Potency, µM (series often up to 61.6 µM), inactives show at the highest dose activity, negative = inhibition, actives largely listed as inhibitors; 230,000 tested, 0.44% active; active = well fitted inhibition curve with a large enough effect, not every such curve was filed as active; inactive = no such curve, though single readings can be large or run the other way; note: nearly all actives have a fitted effect of over 30% in size; many of its hits are not listed in these tables
Target sequence (P63096 whole entry, looked up): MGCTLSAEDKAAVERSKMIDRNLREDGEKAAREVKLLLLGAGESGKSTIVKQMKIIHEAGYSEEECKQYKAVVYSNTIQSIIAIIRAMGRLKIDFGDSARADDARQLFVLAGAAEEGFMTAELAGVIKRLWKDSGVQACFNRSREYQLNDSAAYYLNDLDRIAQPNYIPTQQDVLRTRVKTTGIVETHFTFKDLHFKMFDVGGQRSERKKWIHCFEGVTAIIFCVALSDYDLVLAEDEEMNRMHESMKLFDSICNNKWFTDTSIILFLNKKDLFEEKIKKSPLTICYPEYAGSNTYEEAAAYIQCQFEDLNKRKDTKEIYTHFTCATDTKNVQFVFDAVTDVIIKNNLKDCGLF
L3MBTL1 block = inhibitors of human L3MBTL1; AlphaScreen L3MBTL1–H3K9me1 peptide binding; Potency, µM (highest dose often 57.1 µM), without a hit: at the highest dose activity, negative = inhibition, usual class: inhibitors; 230,000 tested, 0.66% active; note: nearly all actives have a fitted effect of over 60% in size
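L3MBTL1 50 nM + b-AHA-H3(1-15)K9me1 75 nM, 30 min RT; compound added, 30 min RT; streptavidin donor/Ni-chelate acceptor beads 10 ug/mL each final, 30 min RT dark; AlphaScreen read.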
Tau FP inhib = blocks human tau fibril formation measured by polarization; K18 P301L tau heparin fibrillization, Alexa594 FP, 6 h; Potency, µM (doses to about 57.7 µM), for the others: at the highest dose activity, negative = inhibition, hits mostly inhibitors; 280,000 tested, 0.39% active; AID 1468; note: nearly all actives have a fitted effect of over 55% in size
Target sequence (P10636 561-689 P618L limits assumed): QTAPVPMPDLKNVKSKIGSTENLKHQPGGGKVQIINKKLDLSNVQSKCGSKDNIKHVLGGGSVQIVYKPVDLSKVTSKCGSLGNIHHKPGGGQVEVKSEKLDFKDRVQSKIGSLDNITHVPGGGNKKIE
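Quantitative HTS format: compounds meet 15 uM recombinant K18 P301L tau and Alexa 594-tau tracer in 100 mM sodium acetate pH 7; 20 uM heparin triggers fibrillization at 37 C over 6 hr; FP gives the signal.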
Tau ThT inhib = inhibitors of human tau fibril formation, thioflavin T binding | P10636 | recombinant tau K18 P301L, heparin-induced fibrillization, ThT fluorescence | Potency, µM (doses to about 57.4 µM), without a hit: at the top dose activity, negative = inhibition, hits mostly inhibitors | 270,000 tested, 2.1% active | AID 1460; note: nearly all actives have a fitted effect of over 55% in size
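Fibril formation assay: tau K18 P301L at 15 uM with trace Alexa 594 label, heparin inducer 20 uM, pH 7 sodium acetate buffer, 37 C for 6 hr; endpoint ThT signal.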
TR SRC2 fluor cs = counter-screen for TRb-SRC2 inhibitors: fluorescence interference | TRb/SRC2 Texas Red total fluorescence interference | Potency, µM (top dose mostly 106 µM), without a hit: at the highest dose fluorescence change, negative = quenching | 280,000 tested, 0.29% active | AID 1479; active = well fitted curve in either direction with a large enough effect; inconclusive = small, poorly fitted or top-dose-only effect
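Flags fluorescent or light-absorbing compounds by total fluorescence, S + 2P, at 555 nm excitation and 632 nm emission. Mixture: 20 nM Texas Red SRC2 peptide, 0.6 uM human TRb LBD, 1 uM T3, 5% DMSO; compound exposure 5 h at ambient temperature.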
RECQ1 inh = blocks DNA unwinding by human RECQ1; P46063; RECQ1 DNA unwinding, red fluorescence kinetic read; Potency, µM (titrated, usually from 57.3 µM), inactives show top-dose activity, negative = inhibition, most hits filed as inhibitors; 240,000 tested, 0.54% active; AID 2549;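 note: plate controls were vehicle for no effect and no enzyme for full effect; nearly all actives have a fitted effect of over 30% in size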
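RECQ1T1 50 nM; forked duplex (20 bp + 30-nt ss tails) 200 nM, ATP 2 mM final; pH 8.0, 2 mM MgCl2, 2.5 ug/ml poly(dI-dC); 15 min compound preincubation; discontinuous kinetic read over 2 h at RT.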
JMJD2E inh = JMJD2E (human) inhibition | B2RXH2 | 230,000 tested, 1.6% active | JMJD2E catalytic domain, FDH-coupled NADH fluorescence (FDH is formaldehyde dehydrogenase) | AID 2147 | Potency, µM (series often up to 57.1 µM), inactives show at the highest dose activity change, negative = inhibition, usual class: inhibitors; active = well fitted inhibition curve with a large enough effect, not every such curve was filed as active; inconclusive = small, poorly fitted or top-dose-only effect, or another doubt; inactive = no such curve, though single readings can be large or run the other way;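 note: 0% = wells with enzyme and -100% = buffer wells without enzyme; nearly all actives have a fitted effect of over 50% in size; many of its hits are not listed in these tables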
TRb-SRC2 inh = TRbeta-SRC2 interaction inhibition. Potency, µM (titrated, usually from 106 µM), for inactives: top-dose activity change, negative = inhibition, usual class: inhibitors. 280,000 tested, 0.065% active. TRbeta-SRC2 peptide binding, fluorescence polarization; receptor liganded with 1 µM T3. P10828;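 note: plate controls were bound peptide for no effect and peptide without receptor for full effect; nearly all actives have a fitted effect of over 50% in size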
Target sequence (P10828 whole entry, looked up): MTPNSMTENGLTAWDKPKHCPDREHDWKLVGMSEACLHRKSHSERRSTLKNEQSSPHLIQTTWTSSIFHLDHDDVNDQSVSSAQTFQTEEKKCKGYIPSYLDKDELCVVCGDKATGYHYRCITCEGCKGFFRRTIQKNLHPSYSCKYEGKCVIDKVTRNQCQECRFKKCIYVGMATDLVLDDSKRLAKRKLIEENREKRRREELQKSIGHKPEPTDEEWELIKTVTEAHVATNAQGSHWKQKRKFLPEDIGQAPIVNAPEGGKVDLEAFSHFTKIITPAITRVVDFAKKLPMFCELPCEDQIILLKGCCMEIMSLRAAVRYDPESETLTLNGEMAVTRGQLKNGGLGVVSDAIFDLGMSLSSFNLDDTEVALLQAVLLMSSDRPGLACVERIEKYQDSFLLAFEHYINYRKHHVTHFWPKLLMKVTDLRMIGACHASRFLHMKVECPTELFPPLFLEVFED
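Fluorescence polarization of 20 nM Texas Red SRC2 peptide (20-aa NR interaction domain) bound to 0.6 uM human TRb ligand-binding domain, with 1 uM T3, after 5 hr at ambient temperature; inhibition seen as decreased polarization.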
* marks the source's active call; other numbers are inactive results; i = inactive; ? = inconclusive; . = no result given; [ ] = remark or other dose. Unless noted, calls come from the whole dose curve; as a rule, active = well fitted curve in the direction sought with a large enough effect; inconclusive = small, poorly fitted or top-dose-only effect, or another doubt; inactive = no such curve, though single readings can be large; an effect the other way counts as inactive or inconclusive. Unless noted, % is set by controls: 0 for no effect and ±100 for the full control effect; potency is the fitted concentration of half-maximal effect. Not all compounds are listed. The share of hits here may be higher or lower than overall.

No.	molecule	TRb-SRC2 inh	JMJD2E inh	RECQ1 inh	L3MBTL1 block	RGS12 GoLoco inh	TR SRC2 fluor cs	Tau FP inhib	Tau ThT inhib
1	COc1ccc([C@H]2c3cc(OC)c(OC)cc3C[C@@H](C)[C@@H]2C)cc1OC	1%	-3%	-9%	.	4%	0%	-2%	-14%
2	CSc1nnc(Nc2ccccc2C)s1	-3%	1%	-5%	.	8%	-5%	-5%	-15%
3	CCOC(=O)c1cccc(NC(=O)CC2C(=O)N(c3ccc(C)cc3)C(=O)N2Cc2cccc(OC)c2)c1 (stereo not given)	8%	.	.	.	.	-2%	-6%	4%
4	Cn1c(SCC(=O)O)nnc1-c1cccc(NC(=O)c2cccc3ccccc23)c1	0%	8%	0%	0%	10%	0%	-4%	-7%
5	CCOc1ccccc1C(=O)OCC(=O)Nc1cc(Cl)ccc1Oc1ccccc1	-14%	0%	1%	32%[activator]	-1%	0%	4%	-6%
6	CC1CC(C)(C)NC(=S)N1CCC(=O)N1c2ccccc2CC1C (stereo not given)	3%	3%	-6%	-17%	5%	2%	0%	-7%
7	CCN1CCN(Cc2ccc(NC(=O)c3cc(NC(=O)c4ccc5n[nH]nc5c4)cc(OC)c3)cc2C(F)(F)F)CC1	4%	-8%	0%	.	5%	-2%	?	11%
8	CC(=O)N1CCCc2cc(S(=O)(=O)N3CCC(C(=O)NCc4ccc(F)cc4)CC3)ccc21	4%	.	.	.	.	-33%	-2%	0%
9	Cc1onc(-c2ccccc2)c1C(=O)NCCN1CCOCC1	-11%	5%	-9%	.	0%	-2%	8%	3%
10	NS(=O)(=O)c1ccc(CCNC(=O)Nc2ccc(Cl)cc2)cc1	-18%	?	-8%	25%	6%	-1%	-3%	21%
11	CC(=O)Nc1ccc(OC(F)(F)C(F)F)c(NC(C)=O)c1	-16%	2%	-3%	.	2%	0%	-2%	-5%
12	Cc1c(C(=O)N2CCOCC2)oc2c1-c1nn(CC(=O)NCc3cccc(F)c3)cc1CC2	-4%	.	.	.	.	-1%	-3%	-2%

Rewritten screen by screen: entries from further up
#12 Cc1c(C(=O)N2CCOCC2)oc2c1-c1nn(CC(=O)NCc3cccc(F)c3)cc1CC2
#9 Cc1onc(-c2ccccc2)c1C(=O)NCCN1CCOCC1
Screen / compound no.	12	9
TRb-SRC2 inh	-4%	-11%
JMJD2E inh	.	5%
RECQ1 inh	.	-9%
L3MBTL1 block	.	.
RGS12 GoLoco inh	.	0%
TR SRC2 fluor cs	-1%	-2%
Tau FP inhib	-3%	8%
Tau ThT inhib	-2%	3%

Other structures
No.	molecule	TRb-SRC2 inh	JMJD2E inh	RECQ1 inh	L3MBTL1 block	RGS12 GoLoco inh	TR SRC2 fluor cs	Tau FP inhib	Tau ThT inhib
13	Cc1cnc(C(=O)Nc2nnc(SCc3c(Cl)cccc3Cl)s2)cn1	-7%	-25%	-1%	18%	3%	0%	2%	?
14	CCOCc1nnc(NC(=O)c2cc(OC)cc(OC)c2)s1	6%	?	i	-6%	5%	0%	-13%	2%
15	O=C(CCCn1c(=O)[nH]c2ccccc2c1=O)N1CCN(c2ccccc2)CC1	-3%	.	.	.	.	-3%	6%	?
16	CCOC(=O)C1CCCN(CC(=O)NC2CC2)C1 (stereo not given)	3%	?	i	2%	3%	1%	-5%	-11%
17	Cc1nc2c(C#N)cnn2c2c1CCN2CC1CCCO1 (stereo not given)	0%	.	i	10%	38%[activator]	-2%	6%	5%
18	O=C(CSc1ncccn1)NCc1cccc(Cl)c1	8%	-5%	-7%	-1%	-7%	1%	-2%	0%
19	O=C(COC(=O)c1ccco1)NC1CCCCC1	-2%	6%	0%	1%	3%	-3%	-3%	-10%
20	COc1cc(CNC2CCCC2)c(Br)cc1OC1CCCC1	1%	18%	i	-2%	-3%	1%	1%	?
21	COC(=O)c1cc(N2CCN(C)CC2)nc2ccccc12	4%	?	-1%	1%	2%	0%	4%	-6%
22	Cc1cc(C)n2nc(C(=O)OCCOc3ccc(Br)cc3)nc2n1	6%	-26%	i	3%	3%	-7%	0%	-4%
23	COc1ccc(CCNc2oc(COc3ccc(Cl)cc3)nc2C#N)cc1OC	-1%	.	.	.	.	-22%	0%	-22%
24	CCCn1nnnc1SCC(=O)N1CCOCC1	1%	0%	i	0%	4%	1%	5%	0%

Other results
No.	molecule	TRb-SRC2 inh	JMJD2E inh	RECQ1 inh	L3MBTL1 block	RGS12 GoLoco inh	TR SRC2 fluor cs	Tau FP inhib	Tau ThT inhib
25	COc1ccccc1N(CC(=O)NCCSCc1ccccc1)S(C)(=O)=O	1%	.	.	.	.	-2%	3%	7%
26	CCn1cc(C(=O)O)c(=O)c2cnc(N3CCN(C(=S)NC(=O)c4ccc(Cl)cc4)CC3)nc21	6%	?	20%	.	3%	-1%	0%	.
27	COc1ccc(/C=N/NC(=O)c2ccc(Cl)cc2)cc1Cn1cc(Cl)cn1	8%	?	-12%	-5%	7%	6%	-8%	-4%
28	COc1ccc(-c2noc(CCC(=O)NCc3ccco3)n2)cc1	-6%	0%	-3%	-2%	8%	-3%	-5%	-16%
29	COc1ccc(/C=C/C(=O)Nc2ccc(C(N)=O)cc2)cc1OC	3%	?	15%	.	7%	-1%	-4%	.
30	N#Cc1c(N)nc2c(c1-c1cccs1)CCCC2	5%	?	-5%	5%	-7%	-23%	-1%	-3%
31	CC(C)c1ccc(CNCc2ccccc2)cc1	0%	5%	-1%	4%	-3%	-1%	1%	12%
32	CCOC(=O)c1c(N)sc(C(=O)OC)c1C	-1%	-5%	i	-1%	0%	-8%	-2%	?
33	Cc1cc(C)nc(-n2nc(C)c(C3(O)C(=O)Nc4ccccc43)c2N)n1 (stereo not given)	0%	-2%	i	-5%	7%	3%	-2%	-2%
34	Cn1nc(-c2ccccc2)c(CO)c1Oc1ccc(F)cc1	1%	-2%	3%	.	4%	-9%	-4%	-7%
35	CCCCN(CCCC)S(=O)(=O)c1ccc(NC(=O)c2ccc([N+](=O)[O-])cc2Cl)cc1	-1%	2%	-12%	-1%	6%	0%	?	-3%
36	CN(C)c1ccc(NC(=O)c2ccc(Cn3cc([N+](=O)[O-])cn3)cc2)cc1	4%	-5%	2%	.	11%	-1%	14%	13µM*

The results go on:
No.	molecule	TRb-SRC2 inh	JMJD2E inh	RECQ1 inh	L3MBTL1 block	RGS12 GoLoco inh	TR SRC2 fluor cs	Tau FP inhib	Tau ThT inhib
37	Cc1cccc(C(=O)Nc2ccc3nc(SCC(=O)N4CCc5ccccc54)sc3c2)c1	7%	.	.	.	.	9%	?	?
38	COc1ccc(CCNC(=O)C2CC(c3c(Cl)cccc3Cl)=NO2)cc1 (stereo not given)	4%	14%	-1%	-2%	-7%	1%	0%	?
39	COCC(C)NC(=S)N1CCN(c2ccccc2Cl)CC1 (stereo not given)	5%	-8%	-2%	-24%	-4%	1%	-1%	-3%
40	CCC(c1nnc(SCC(=O)NCCc2ccc(OC)c(OC)c2)n1Cc1ccccc1)N(C)C (stereo not given)	3%	-1%	i	-12%	9%	-2%	3%	-7%
41	O=c1[nH]nnc2sc3c(c12)CCCC3	-3%	2%	-4%	-3%	-2%	-6%	-11%	-11%
42	COc1ccc(C2CC(c3cccs3)=NN2C(=O)CSc2nnnn2C)cc1OC (stereo not given)	4%	?	i	0%	14%	-1%	6%	5%
43	CCOC(=O)CN1C(=O)C(O)(CC(=O)c2ccccn2)c2ccccc21 (stereo not given)	1%	7%	-5%	-5%	4%	-6%	-8%	-8%
44	CC1CCN(S(=O)(=O)c2ccc3c(ccn3CC(=O)NCc3ccccc3F)c2)CC1	-1%	.	.	.	.	0%	?	15%
45	COc1cc(Nc2ccc(C)cc2)c([N+](=O)[O-])nc1[N+](=O)[O-]	-5%	3%	0%	-9%	-2%	-3%	11%	?
46	CC1(C)CC(=O)C(N=Nc2ccc(C(F)(F)F)cc2[N+](=O)[O-])=C(O)C1	-4%	13µM*	-4%	-16%	9%	1%	15%	?

Some of these compounds in order of length of the SMILES, smallest number first:
No.	molecule	TRb-SRC2 inh	JMJD2E inh	RECQ1 inh	L3MBTL1 block	RGS12 GoLoco inh	TR SRC2 fluor cs	Tau FP inhib	Tau ThT inhib
41	O=c1[nH]nnc2sc3c(c12)CCCC3	-3%	2%	-4%	-3%	-2%	-6%	-11%	-11%
39	COCC(C)NC(=S)N1CCN(c2ccccc2Cl)CC1 (stereo not given)	5%	-8%	-2%	-24%	-4%	1%	-1%	-3%
43	CCOC(=O)CN1C(=O)C(O)(CC(=O)c2ccccn2)c2ccccc21 (stereo not given)	1%	7%	-5%	-5%	4%	-6%	-8%	-8%
46	CC1(C)CC(=O)C(N=Nc2ccc(C(F)(F)F)cc2[N+](=O)[O-])=C(O)C1	-4%	13µM*	-4%	-16%	9%	1%	15%	?
